# S100A4 inh HTS = inhibitors of S100A4-myosin IIA peptide binding, primary screen, biochemical, fluorescence polarization, TAMRA-MyoIIA peptide. Protein S100-A4 (Homo sapiens), P26447. actives 0.14% (n = 360,000). inhibition, % at 10.7 µM;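 active = mean inhibition of at least 70% across replicates, with every replicate also reaching that level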
# Target sequence (P26447 whole entry, looked up): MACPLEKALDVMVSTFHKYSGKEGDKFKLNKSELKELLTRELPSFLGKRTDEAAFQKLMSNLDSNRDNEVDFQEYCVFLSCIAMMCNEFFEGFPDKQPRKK
#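 System – human S100A4 monomer protein, biochemical binding assay · Buffer or medium – Calcium-containing HEPES buffer, pH 7.2 · Timing – 5 min between mix addition and reading · Also added – TAMRA-labelled myosin IIA heavy-chain peptide probe, 5 nM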
# FN deposit inh = inhibitors of fibronectin matrix deposition, primary screen, AH1F cells, Alexa488-fibronectin fluorescence, plate reader. actives 0.086% (n = 350,000). AH1F fibroblasts, overnight. inhibition, % at 12.6 µM. AID 743247, 2014;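 active = mean inhibition across replicates of 30% or more, regardless of how many single replicates reach that level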;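 note: positive control wells lacked labelled fibronectin entirely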
#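 material = AH1F fibroblast monolayer depositing Alexa488-labelled fibronectin into matrix | amount = 10000 AH1F cells/well | buffer or medium = DMEM plus 2% serum, read in PBS | incubation = 1 h cell adhesion before compound, then overnight fibronectin incubation | detection = fluorescence at 485 nm excitation, 525 nm emission | evaluation = percent inhibition as loss of matrix-bound fibronectin fluorescence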
# ERAP1 HTS inh = human ERAP1 aminopeptidase inhibitors, primary screen, biochemical, single point, plate reader; Endoplasmic reticulum aminopeptidase 1 (Homo sapiens), Q9NZ08; recombinant ERAP1, Leu-AMC fluorescence, 60 min; inhibition, % at 10.7 µM; actives 0.15% (n = 340,000);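 active = mean replicate inhibition of at least 30%, or all replicates individually reaching that 30% level; inactive = mean below 30% and not every replicate reaching it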;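 note: 0% = neutral control wells and 100% = L-leucinethiol positive control wells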
# Target sequence (Q9NZ08 whole entry, looked up): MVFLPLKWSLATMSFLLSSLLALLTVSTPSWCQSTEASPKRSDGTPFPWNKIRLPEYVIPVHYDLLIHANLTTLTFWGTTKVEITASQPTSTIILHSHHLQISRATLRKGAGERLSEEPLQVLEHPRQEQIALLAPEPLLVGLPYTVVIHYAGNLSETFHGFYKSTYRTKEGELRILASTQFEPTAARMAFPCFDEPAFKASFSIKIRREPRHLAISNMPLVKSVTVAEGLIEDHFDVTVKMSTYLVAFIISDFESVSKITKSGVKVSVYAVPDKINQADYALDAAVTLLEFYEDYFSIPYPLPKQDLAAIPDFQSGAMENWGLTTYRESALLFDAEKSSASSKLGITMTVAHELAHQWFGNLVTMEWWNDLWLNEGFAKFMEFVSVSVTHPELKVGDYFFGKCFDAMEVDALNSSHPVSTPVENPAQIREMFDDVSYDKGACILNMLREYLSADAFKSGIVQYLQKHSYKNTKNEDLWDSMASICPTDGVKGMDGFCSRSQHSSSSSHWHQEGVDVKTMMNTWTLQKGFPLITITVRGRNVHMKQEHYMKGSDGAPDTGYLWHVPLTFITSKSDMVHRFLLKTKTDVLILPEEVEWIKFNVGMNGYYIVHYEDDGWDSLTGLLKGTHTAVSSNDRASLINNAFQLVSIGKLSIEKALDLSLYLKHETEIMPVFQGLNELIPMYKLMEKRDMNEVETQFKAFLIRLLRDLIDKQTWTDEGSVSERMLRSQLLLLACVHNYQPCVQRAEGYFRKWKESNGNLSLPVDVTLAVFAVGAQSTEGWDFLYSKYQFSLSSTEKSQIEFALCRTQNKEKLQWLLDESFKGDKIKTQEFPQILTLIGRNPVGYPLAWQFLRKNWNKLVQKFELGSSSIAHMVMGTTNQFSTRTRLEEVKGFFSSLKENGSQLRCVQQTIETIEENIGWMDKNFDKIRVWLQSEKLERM
# PGC1a acetyl inh = inhibitors of PGC1a acetylation signal, primary screen, cell-based, U2OS, AlphaScreen, inhibitor mode; AlphaScreen anti-acetyl-lysine; with virally co-expressed GCN5 acetyltransferase; inhibition, % at 15.6 µM; actives 0.17% (n = 350,000); AID 651687, 2012;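 active = every replicate shows inhibition of at least 40%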;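 note: 0% = neutral control wells and 100% = positive control wells; some results beyond the cut were filed as inactive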
# PAX8 reporter = inhibitors of PAX8-driven TPO luciferase reporter, primary screen, RMG-I cells, single concentration. SteadyGlo, 24 h. inhibition, % at 12.6 µM. actives 1.2% (n = 360,000);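 active = mean replicate inhibition at least 60% with every replicate also reaching 60%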;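 note: luciferase light reporting Pax8 driven TPO promoter activity; plate controls were median of neutral control wells for no effect and mitoxantrone controls for full effect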
# LGR2 inh = inhibitors of bursicon-induced LGR2 CRE-luciferase signal, primary screen, cell-based, HEK293, CRE-luciferase reporter, bursicon stimulation; AID 720647, 2013; Drosophila bursicon receptor LGR2 (rickets); inhibition, % at 9.99 µM; bursicon-stimulated, 4 h; actives 0.35% (n = 380,000);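 active = drop in luminescence signal, shown as inhibition above about 50% in the replicate tests, limit read from the data, passing the limit was not always enough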;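 note: agonist challenge used bursicon conditioned medium at about half maximal strength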
# EWS-Fli block = EWS/Fli-driven NR0B1 reporter inhibitors, primary screen, A673 cells, NR0B1 luciferase, luminescence, MLPCN library | viability-normalised | inhibition, % at 12.6 µM | actives 0.67% (n = 350,000);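 active = mean inhibition of at least 50% after viability correction, with every replicate also passing that limit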;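 note: firefly luciferase signal divided by Alamar Blue viability fluorescence both relative to DMSO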
# PglD DTNB = C. jejuni PglD acetyltransferase inhibitors, primary screen, biochemical, DTNB colorimetric, single point. UDP-N-acetylbacillosamine N-acetyltransferase PglD (Campylobacter jejuni). purified PglD enzyme, DTNB colorimetric CoA detection. inhibition, % at 12.5 µM. actives 0.098% (n = 360,000); in the data active = inhibition above about 16%, passing the limit was not always enough; note: strong numbers were not always called active
# * hit, by the source's call; · = no result given; & = joins results of further samples.
# Values run as follows: S100A4 inh HTS, FN deposit inh, ERAP1 HTS inh, PGC1a acetyl inh, PAX8 reporter, LGR2 inh, EWS-Fli block, PglD DTNB
> Cc1ccc2sc(N(CCCN(C)C)C(=O)c3ccc(S(=O)(=O)N4CCCCCC4)cc3)nc2c1C
  -2, -4, 3, -28, 21, 12, 25, -2
> Cc1cccc(NS(=O)(=O)c2coc(C(N)=O)c2)c1C
  2, 6, -2, 4, -15, 14, -1, 2
> COCCCNC(=O)C[C@H]1C[C@@]2(C(=O)OC)C(=C[C@H](COCc3ccccc3)O[C@@H]2C)N(CCC2=CCCCC2)C1=O
  0, -5, -4, ·, -20, 13, -9, ·
> C[C@H](CO)N1C[C@H](C)[C@@H](CN(C)C(=O)Nc2ccc(F)cc2)OCc2cn(nn2)CCCC1=O
  0&-2&-4, 5&-7, -1&-1, -5&0, 0&-5, 13&-12, -3&-3&3, -3&2
> COCCN1C(=O)N[C@@H](c2cccs2)C(C(=O)OC)=C1C
  -1, 3, -1, ·, -5, 9, -8, 4
> OCCC1CN(CCCc2ccccc2)CCN1Cc1ccccc1 (centres undefined)
  0, 7, -3, 6, 0, -9, -13, 0
> COc1ccc(NC(=O)c2cc(S(=O)(=O)N3CCCCC3)ccc2C)cc1S(=O)(=O)N1CCOCC1
  -2, 0, -3, 0, -3, -6, 10, 0
> CC(=O)NC(C)(c1ccccc1)c1nc(-c2ccncc2)cs1 (centres undefined)
  1, 0, 5, -10, 0, 5, 1, 2
> Cc1cc2ncn(-c3ncnc4sc5c(c34)CCC(C)C5)c2cc1C (centres undefined)
  1, ·, -2, 4, ·, 3, 17, 6
> CC(C)C[C@H]1COc2cc(N3CCC[C@@H]3CO)ccc2S(=O)(=O)N1
  -1, -4, ·, ·, 13, -13, 10, ·
> CN1CCN(C(=O)C[C@H]2CC[C@@H]3[C@H](COC[C@H](O)CN3C(=O)Nc3ccc(F)cc3)O2)CC1
  1, 8, -1, 0, -16, 2, -1, 0
> CCOC(=O)C1CCCN(C2=NC(=O)/C(=C/c3ccc(OC)cc3)S2)C1 (centres undefined)
  -5, 7, -1, 4, 12, 10, -2, -5
> Cc1ccc(NC(=O)c2csc(-c3ccccc3)c2C)cc1
  ·, 3, ·, -32, 14, ·, ·, 6
> Cc1cccc(CNc2ncnc3ccc(-c4ccc5c(c4)OCO5)cc23)c1
  5, -1, -1, ·, 41, 14, 13, 3
> COc1ccc(NC(=S)N2CCC(N(C)CCN3CCOCC3)CC2)cc1Cl
  ·, ·, ·, ·, 18, 8, -5, -2
> C[C@@H]1CCC[C@@]2(O[C@H](CCO)C[C@@H](O)[C@@H]2O)O1
  1, 1, 5, ·, 9, 6, 3, 2
> COC(=O)[C@H](Cc1ccccc1)N(C)S(=O)(=O)c1cccc(S(=O)(=O)N(C)[C@@H](Cc2ccccc2)C(=O)OC)c1
  0, -6, -1, -55, -1, -4, 1, 0
> Cn1nnnc1SCC(=O)N1c2ccccc2CCc2ccccc21
  ·, 6, ·, 0, 7, ·, ·, 6
> O=C(C1CC1)N1CC(=O)N2[C@H](C1)[C@@H](c1ccc(C#CCc3ccccc3)cc1)[C@@H]2CO
  13, -9, 0, 1, -22, 8, -1, ·
> CNC[C@H]1Oc2ccc(NC(=O)Nc3ccc(F)cc3)cc2C(=O)N([C@@H](C)CO)C[C@@H]1C
  12, -1, -1, -5, -11, -3, -2, 2

# (more compounds)
# Values run as follows: S100A4 inh HTS, FN deposit inh, ERAP1 HTS inh, PGC1a acetyl inh, PAX8 reporter, LGR2 inh, EWS-Fli block, PglD DTNB
> O=C(Nc1cccc(F)c1)NC1CCCCCCC1
  -4, ·, -2, ·, -155, -88, ·, -1
> C[C@H]1CN([C@@H](C)CO)C(=O)c2ccccc2-c2ccccc2CO[C@@H]1CN(C)S(=O)(=O)c1cccs1
  -5, 1, 1, 5, -22, 3, 3, -2
> C=C(C)Cn1c2ccc(NC(=O)CCc3cccc(Cl)c3)cc2c(=O)n1C
  -2, 2, 1, -4, -3, 13, 1, 1
> CC(=O)NNC(=O)CC(=O)Nc1nc(C23CC4CC(CC(C4)C2)C3)cs1
  -6, -1, -12, ·, 29, ·, -17, ·
> Cc1ccc(Cn2c(N3CCN(C)CC3)nc3c2c(=O)[nH]c(=O)n3C)cc1
  0, 2, 13, 18, 1, 1, 7, 3
> Cc1ccccc1-c1nc(CN2CCC(C(=O)NC3CC3)CC2)c(C)o1
  -3, 8, -4, ·, 1, -6, ·, ·
> CCN(CC)S(=O)(=O)c1ccc(Cl)c(NC(=O)COC(=O)C2CCCCC2)c1
  -1, 1, 5, 9, -13, 0, 3, 1
> COc1ccc(N2CCN(CCCNC(=O)Cn3c(=O)c4cccn4c4ccccc43)CC2)cc1
  0, 3, -2, ·, 4, 2, ·, 2
> CCN1CC(CN(C)Cc2nc(-c3ccc(C(F)(F)F)cc3)oc2C)CC1=O (centres undefined)
  -6, -6, 1, ·, 18, -12, 13, ·
> Cc1cc(C)n(CC(C)NC(=O)c2cc(COc3c(F)cccc3F)on2)n1 (centres undefined)
  4, ·, 7, ·, -1, -7, 6, ·
> O=C(Nc1cccc(S(=O)(=O)N2CCOCC2)c1)C1CCCC1
  2, -5, -2, -5, 3, 3, 3, 6
> C[C@@H]1CCCCO[C@H](CN(C)C(=O)Nc2cccc3ccccc23)[C@@H](C)CN([C@H](C)CO)C(=O)c2cc(NC(=O)c3ccccc3)ccc2O1
  -2&-16, -4&8, 2, 17&0, 31&14, 6, 16&7, -5&2
> C[C@@H]1CN([C@H](C)CO)C(=O)c2cc(NC(=O)Cc3ccccc3)ccc2O[C@H]1CN(C)Cc1ccc(C(=O)Nc2ccccc2N)cc1
  3, ·, 1, 8, ·, 3, 43, -1
> Cc1cccn2c(=O)nc(SCC(=O)N3CCOCC3)nc12
  -4, 3, -4, ·, -4, 5, 0, -3
> CC(C)C#Cc1ccc([C@@H]2[C@H]3CN(C(=O)c4ccc(F)cc4)CCCCN3[C@H]2CO)cc1
  -2, ·, 2, 1, 20, -8, 15, -1
> COCCN(CC(=O)Nc1cccc(C)c1C)C(=O)Cc1cccs1
  -1, 9, -1, ·, -2, ·, 0, 0
> CC(=O)NNC(=O)c1sc(=S)n(C)c1C
  -4, -12, 0, ·, 3, 3, -15, ·
> O=C(c1ccc2c(=O)n3c(nc2c1)CCCCC3)N1CCN(c2ccc(Cl)cc2)CC1
  -2, -5, -5, -14, 26, -5, 0, 5
> Cc1ccc2cc(NC(=O)Cc3ccccc3)ccc2n1
  -1, 0, 1, -3, -139, -23, -106, 3
> O=C(Cn1ccc(NC(=O)OCc2ccccc2)nc1=O)NCC1CCCO1 (centres undefined)
  0, -4, -3, 7, -18, 2, 2, -7

# Of the compounds above, these contain an aryl methoxy group:
# Values run as follows: S100A4 inh HTS, FN deposit inh, ERAP1 HTS inh, PGC1a acetyl inh, PAX8 reporter, LGR2 inh, EWS-Fli block, PglD DTNB
> COc1ccc(NC(=O)c2cc(S(=O)(=O)N3CCCCC3)ccc2C)cc1S(=O)(=O)N1CCOCC1
  -2, 0, -3, 0, -3, -6, 10, 0
> CCOC(=O)C1CCCN(C2=NC(=O)/C(=C/c3ccc(OC)cc3)S2)C1 (centres undefined)
  -5, 7, -1, 4, 12, 10, -2, -5
> COc1ccc(NC(=S)N2CCC(N(C)CCN3CCOCC3)CC2)cc1Cl
  ·, ·, ·, ·, 18, 8, -5, -2
> COc1ccc(N2CCN(CCCNC(=O)Cn3c(=O)c4cccn4c4ccccc43)CC2)cc1
  0, 3, -2, ·, 4, 2, ·, 2

# Back to the main list with the two entries that preceded the break.
# Values run as follows: S100A4 inh HTS, FN deposit inh, ERAP1 HTS inh, PGC1a acetyl inh, PAX8 reporter, LGR2 inh, EWS-Fli block, PglD DTNB
> Cc1ccc2cc(NC(=O)Cc3ccccc3)ccc2n1
  -1, 0, 1, -3, -139, -23, -106, 3
> O=C(Cn1ccc(NC(=O)OCc2ccccc2)nc1=O)NCC1CCCO1 (centres undefined)
  0, -4, -3, 7, -18, 2, 2, -7
> Cc1ccnc2nc(C(=O)OCC(=O)c3ccc(Cl)cc3)nn12
  -4, 5, -7, 2, 5, 8, 2, -2
> COc1ccc(NC(=O)CSc2nnc(-c3cccs3)n2N)cc1S(N)(=O)=O
  -2, 0, 4, 6, 7, -6, 6, -3
> O=C(CN1CCCCCC1)Nc1ccc(Br)cc1
  ·, -1, ·, -10, ·, -10, ·, -3
> CC(=O)Nc1cccc(NC(=O)CSc2nccn2Cc2ccccc2)c1
  -7, 0, 2, ·, 5, -3, 5, 3
> CCCc1c(-c2ccc(F)cc2F)ncn1Cc1cccc(-c2ccccc2)c1
  -1, -3, -4, ·, 28, 35, 17, ·
> COc1cccc(NC(=O)C[C@@H]2CC[C@@H]3[C@H](COc4ccc(NC(=O)C5CCC5)cc4C(=O)N3C)O2)c1
  -10, -4, 1, -4, 13, 2, -8, ·
> Cc1cccnc1NC(=S)Nc1ncccc1C
  -5, -3, -2, ·, -212, -71, -82, ·
> CC(NC(=S)Nc1ccccc1C(F)(F)F)C1CC2CCC1C2 (centres undefined)
  3, ·, 0, -6, 7, -10, 13, ·
> CC(C)(C)c1nc2c(s1)CCc1onc(-c3ccc(Cl)cc3)c1-2
  1, 1, -4, 2, -22, -8, -1, -1
> N#Cc1ccc(Oc2ccc(C#N)c(C#N)c2)cc1C#N
  5, ·, 0, 8, -10, 5, 3, 5
> Cc1ccc(NC(=O)CCN2C(=O)C3C4CCC(C4)C3C2=O)cc1Cl (centres undefined)
  1, 3, 1, 2, ·, -21, 2, 9
> Cc1noc(C)c1NC(=O)Nc1ccc2c(c1)C(=O)N([C@H](C)CO)C[C@@H](C)[C@@H](CN(C)Cc1ccc3c(c1)OCO3)OCCCC[C@@H](C)O2
  ·, -13, ·, -1, 11, 11, 0, -2
> CCCCN(C(=O)/C=C/c1ccco1)c1c(N)n(Cc2ccccc2)c(=O)[nH]c1=O
  -36, -13, -2, 2, 4, 1, 2, ·
> CCOC(=O)CNC(=O)CSc1nnc(Cn2c(=O)sc3ccccc32)n1-c1ccccc1C
  ·, -14, ·, 6, ·, -6, ·, -2
> Cc1cc(O)c(C(C)C)cc1NC(=S)Nc1cc(C(C)C)c(O)cc1C
  -10, -4, -7, ·, 19, -4, 10, ·
> Clc1ccc(-c2nnc(C3CC3)o2)cc1
  1, -8, -2, -3, -41, -22, -32, ·
> C[C@@H]1CN([C@H](C)CO)C(=O)Cc2cc(NS(=O)(=O)c3ccccc3)ccc2O[C@H]1CN(C)S(=O)(=O)c1cccs1
  10, ·, 1, 9, -24, -13, -5, 3
> COc1ccc(N2CCN(C(=O)c3[nH]c4ccc(OC)cc4c3C)CC2)cc1
  5, 0, 1, 6, 9, -3, 3, -1

# Molecules shown so far with a furan ring, fused or not:
# Values run as follows: S100A4 inh HTS, FN deposit inh, ERAP1 HTS inh, PGC1a acetyl inh, PAX8 reporter, LGR2 inh, EWS-Fli block, PglD DTNB
> Cc1cccc(NS(=O)(=O)c2coc(C(N)=O)c2)c1C
  2, 6, -2, 4, -15, 14, -1, 2
> CCCCN(C(=O)/C=C/c1ccco1)c1c(N)n(Cc2ccccc2)c(=O)[nH]c1=O
  -36, -13, -2, 2, 4, 1, 2, ·
